High-throughput results from PubChem BioAssay.
USP2a block: qHTS Assay for Inhibitors of Ubiquitin-specific Protease USP2a Using CHOP2 as the Reporter; 330,000 compounds, 0.01% hits; USP2 core, Ub-CHOP2 coupled fluorogenic reporter, 485/531; AID 463254, 2010; Potency, µM (titrated, usually from 38.3 µM), inactives show at the highest dose activity change, negative = inhibition, hits mostly inhibitors;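 also: potency is read from the fitted curve at half-maximal effect; plate controls were DMSO wells for no effect and full inhibition by NEM control for full effect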
Target sequence (O75604 whole entry, looked up): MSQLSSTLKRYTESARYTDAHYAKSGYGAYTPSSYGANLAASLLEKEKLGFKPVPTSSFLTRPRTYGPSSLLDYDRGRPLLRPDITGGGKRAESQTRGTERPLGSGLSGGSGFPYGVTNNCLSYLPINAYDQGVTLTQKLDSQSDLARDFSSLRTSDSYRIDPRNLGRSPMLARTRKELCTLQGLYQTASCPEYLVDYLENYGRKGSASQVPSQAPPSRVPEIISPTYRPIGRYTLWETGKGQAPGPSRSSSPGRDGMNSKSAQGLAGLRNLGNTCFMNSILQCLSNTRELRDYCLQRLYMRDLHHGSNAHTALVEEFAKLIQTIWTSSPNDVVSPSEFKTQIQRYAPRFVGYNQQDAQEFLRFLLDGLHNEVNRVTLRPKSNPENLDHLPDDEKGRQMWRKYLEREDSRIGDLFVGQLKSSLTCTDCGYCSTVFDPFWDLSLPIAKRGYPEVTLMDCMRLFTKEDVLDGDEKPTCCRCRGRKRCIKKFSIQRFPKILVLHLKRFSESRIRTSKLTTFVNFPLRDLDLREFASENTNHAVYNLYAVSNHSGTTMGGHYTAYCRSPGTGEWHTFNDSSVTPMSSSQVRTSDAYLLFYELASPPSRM
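Cell-free coupled assay: 10nM USP2 core preincubated 30min RT with compound in Tris-HCl pH 8.0/CaCl2/CHAPS buffer, then 25nM Ub-CHOP2 and 25nM reporter substrate; fluorescence (Ex 485/Em 531) read after 60min RT, normalized to NEM inhibition, concentration-response curves fitted.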
ELG1 DNA repair: qHTS screen for small molecules that inhibit ELG1-dependent DNA repair in human embryonic kidney (HEK293T) cells expressing luciferase-tagged ELG1; 330,000 compounds, 2.3% hits; Potency, µM (highest dose often 46.1 µM), without a hit: at the highest dose activity change, negative = inhibition, most hits filed as inhibitors; HEK293T ELG1-luciferase reporter, luminescence, 16 h; DNA damage induced by 5-fluorouridine; AID 504467, 2011; also: potency is read from the fitted curve at half-maximal effect; % is scaled to controls: 0 for no effect and ±100 for the full control effect; nearly all actives have a fitted effect of over 55% in size
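Overnight (16 hr) co-exposure of 2,000 cells/well to 5-fluorouridine and compound at 37 °C preceded detection. Luciferase was quantified via ONE-Glo luminescence; loss of signal denotes inhibition.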
Tb PFK inh: qHTS Assay to Find Inhibitors of T. brucei phosphofructokinase; T. brucei PFK, ADP-Glo luminescence; AID 485367, 2010; 330,000 compounds, 0.17% hits; Potency, µM (series often up to 57.5 µM), inactives show top-dose activity, negative = inhibition, usual class: inhibitors;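 also: potency is read from the fitted curve at half-maximal effect; 0% = uninhibited 1x PFK enzyme wells and -100% = no-enzyme wells; nearly all actives have a fitted effect of over 60% in size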
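Luminescent ADP detection (ADP-Glo, two-step: ATP depletion then ADP-to-ATP conversion for luciferase) reported PFK activity after 45 min room-temperature reaction of 1.25 nM enzyme with 0.5 mM F6P and 0.1 mM ATP at pH 8.0.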
TSHR antagonist: Antagonists of the Thyroid Stimulating Hormone Receptor: HTS campaign; activity change, negative = inhibition, % at 11.5 µM; AID 504810, 2011; Thyrotropin receptor (Homo sapiens), P16473; 330,000 compounds, 0.2% hits; TSHR-expressing cells, TSH-stimulated cAMP HTRF, 2 h; hits give low values;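 active = activity change below a set negative limit, meaning inhibition stronger than a set level, cut at about -70% in these data; inconclusive = activity change between two set negative limits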; also: % is scaled to controls: 0 for no effect and ±100 for the full control effect
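TSHR-expressing cells, 200/well, pre-treated with compound, then stimulated with EC80 TSH (4nM final) for 2 hours at 37 deg C. cAMP measured by competitive HTRF: anti-cAMP cryptate antibody in lysis buffer plus cAMP-d2, read after 30 minutes at room temperature.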
uPA surface inh: qHTS for Inhibitors of Cell Surface uPA Generation; 330,000 compounds, 0.31% hits; cell surface uPA generation assay, qHTS; Potency, µM (titrated, usually from 38.3 µM), inactives show at the highest dose activity change, negative = inhibition, hits mostly inhibitors; AID 540303, 2011; active = well fitted inhibition curve with a large enough effect; inconclusive = small, poorly fitted or top-dose-only effect; inactive = no such curve, though single readings can be large or run the other way; tested in mouse RAW 264.7 cells; also: potency is read from the fitted curve at half-maximal effect; % is scaled to controls: 0 for no effect and ±100 for the full control effect; nearly all actives have a fitted effect of over 55% in size
Mito fusion act: qHTS Assay for Small Molecule Inhibitors of Mitochondrial Division or Activators of Mitochondrial Fusion | S. cerevisiae fusion-defective mutant growth rescue, CellTiterGlo 48 h | Potency, µM (titrated, usually from 46.1 µM), without a hit: at the highest dose growth rescue (activation), hits mostly activators | 320,000 compounds, 0.23% hits;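 also: potency is read from the fitted curve at half-maximal effect; % of control where 0% means no effect; nearly all actives have a fitted effect of over 45% in size; temperature-sensitive fusion mutants such as fzo1-1 at 37 °C on non-fermentable ethanol glycerol medium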
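S. cerevisiae fusion-defective temperature-sensitive mutants (e.g. fzo1-1, mgm1-5) grown 48 h at 37C in YPEG (ethanol/glycerol non-fermentable) medium with 23 nl compound per well; growth rescue read as CellTiterGlo luminescence.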
TCR act: Activators of T cell receptors: qHTS campaign | primary human leukocytes, anti-CD3, IL-2 HTRF, 48 h | Potency, µM (top dose mostly 9.22 µM), for inactives: top-dose activation of IL-2 secretion, most hits filed as activators | 330,000 tested, under 10 active | AID 504894, 2011; also: % of control where 0% means no effect
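HTRF read-out of IL-2 secretion: europium cryptate donor excited at 320nm, d2 acceptor emission at 665nm. Cells were primary human leukocytes incubated 48 hr with compounds and a-CD3 beads, supplying TCR signal only.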
B2AR arrestin: qHTS assay of beta-arrestin-biased ligands of beta2-adrenergic receptor. beta-arrestin recruitment to beta2AR, cell-based reporter. AID 492947, 2010. 330,000 compounds, 0.02% hits. Beta-2 adrenergic receptor (Homo sapiens), P07550. Potency, µM (series often up to 46.1 µM), without a hit: at the highest dose activation, hits mostly activators;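 also: potency is read from the fitted curve at half-maximal effect; 0% = DMSO controls and full agonism = EC100 isoproterenol or metaproterenol; nearly all actives have a fitted effect of over 65% in size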
PTAP TSG101 blk: qHTS Assay for Iinhibitors of HIV-1 Budding by Blocking the Interaction of PTAP/TSG101; 340,000 tested, under 10 active; AID 493005, 2010; Fluorescence polarization, FITC-PTAP peptide / Tsg101 binding; Potency, µM (top dose mostly 115 µM), for the others: top-dose activity change, negative = inhibition, actives largely listed as inhibitors; Tumor susceptibility gene 101 protein (Homo sapiens), Q99816; active = well fitted inhibition curve with a large enough effect in the main read-out, with a control signal flat, not every such curve was filed as active; inconclusive = small, poorly fitted or top-dose-only effect, or effect the other way, or a change in a side signal; inactive = no such curve, though single readings can be large or run the other way; also: potency is read from the fitted curve at half-maximal effect; % of control where 0% means no effect
Target sequence (Q99816 whole entry, looked up): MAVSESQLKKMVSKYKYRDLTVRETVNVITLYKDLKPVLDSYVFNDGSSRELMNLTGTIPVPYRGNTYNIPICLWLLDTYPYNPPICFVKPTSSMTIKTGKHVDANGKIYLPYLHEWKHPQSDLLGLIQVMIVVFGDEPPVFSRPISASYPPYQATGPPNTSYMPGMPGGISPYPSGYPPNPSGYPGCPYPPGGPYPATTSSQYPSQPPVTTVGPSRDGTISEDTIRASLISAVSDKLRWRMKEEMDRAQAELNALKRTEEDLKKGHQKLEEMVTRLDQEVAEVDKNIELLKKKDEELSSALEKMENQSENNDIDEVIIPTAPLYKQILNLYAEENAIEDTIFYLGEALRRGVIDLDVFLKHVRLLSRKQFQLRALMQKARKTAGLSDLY
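Steps: Tsg101 binding domain dispensed (10 uM final), compounds pinned in DMSO, FITC-labeled PTAP-motif peptide added (50 nM final); after 20 min binding at room temperature, polarization measured.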
Eya2 inh: qHTS Assay for Inhibitors of the Phosphatase Activity of Eya2; Potency, µM (series often up to 76.9 µM), inactives show at the top dose activity, negative = inhibition, actives largely listed as inhibitors; Protein phosphatase EYA2 (Homo sapiens), O00167; AID 488837, 2010; recombinant Eya2, OMFP fluorescence dephosphorylation (OMFP is methylfluorescein phosphate); 330,000 compounds, 0.006% hits; also: potency is read from the fitted curve at half-maximal effect; % is scaled to controls: 0 for no effect and ±100 for the full control effect
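Eya2 (0.2 uM) preincubated 10 min at ambient with compound, then OMFP substrate added at 50 uM; 10 min reaction in 50 mM HEPES pH 7.5, 50 mM NaCl, 5 uM MgCl2, 0.05% BSA, 1 mM DTT. Fluorescence read at Ex 485/Em 525 nm.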
Chronic BCR inh: qHTS Assay to Find Inhibitors of Chronic Active B-Cell Receptor Signaling. 340,000 compounds, 0.05% hits. Potency, µM (highest dose often 46.1 µM), inactives show at the highest dose ratio change, negative = lower green/red ratio, usual class: inhibitors. ABC-DLBCL IkBa-CBG/CBR reporter, luminescence ratio, 4 h; active = well fitted inhibition curve with a large enough effect in the signal ratio, with a control signal flat, not every such curve was filed as active; inconclusive = small, poorly fitted or top-dose-only effect, or effect the other way, or a change in a side signal; the % refers to the signal ratio;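 also: potency is read from the fitted curve at half-maximal effect; plate controls were basal doxycycline-induced cells for no effect and cells given 10 µM MG132 for full effect; MG132 reads +100%, hits lower the ratio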
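Concentration-response series (up to 46 uM) were applied to TMD8 dual-reporter cells for 4 h at 37C with doxycycline. Green/red ratio, after filter-overlap correction, defined %Activity; red signal alone was normalised to basal cells and zero luminescence.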
* = called active by the depositor; u = inconclusive; x = no result given; [ ] = dose if it differs, or a comment. Unless noted, calls follow the shape of the dose curve; as a rule, active = well fitted curve in the direction sought with a large enough effect; inconclusive = small, poorly fitted or top-dose-only effect, or another doubt; inactive = no such curve, though single readings can be large; an effect the other way counts as inactive or inconclusive.

SMILES | USP2a block | ELG1 DNA repair | Tb PFK inh | TSHR antagonist | uPA surface inh | Mito fusion act | TCR act | B2AR arrestin | PTAP TSG101 blk | Eya2 inh | Chronic BCR inh
O=C(O)c1ccc(NS(=O)(=O)c2ccc(C(=O)Nc3ccccc3)cc2)cc1 | 3% | 3% | 2% | -11 | 1% | 1% | 0% | -0.2% | x | -10% | 1%
CC(=O)NC1C(O)OC(CO)C(O)C1O (configuration not stated) | 0% | -2% | 0% | 3 | -5% | -1% | -3% | -0.1% | -1% | 13% | -4%
CCOc1ccc(NC(=O)C[n+]2ccc(N(C)C)cc2)cc1 | 5% | -18% | 3% | 12 | -2% | -1% | 4%[46.1 µM] | -0.5% | -1% | -4% | 2%
CCOc1ccc(C(C)NC(=O)c2ccccc2F)cc1 (configuration not stated) | 1% | 5% | 0% | 6 | 5% | 22% | 4%[46.1 µM] | -0.4% | 0% | 8% | -1%
COC(=O)c1ccc(/C=N/Nc2nc3ccccc3[nH]2)cc1 | 2% | u | 1% | -11 | -8% | -10% | 8% | -0.2% | 1% | -6% | u
COC(=O)C(C)Sc1ccc2nnc(CCNS(=O)(=O)c3ccc(C)cc3)n2n1 (configuration not stated) | 8% | 8% | 3% | 8 | 3% | -3% | 8% | -0.7% | -5% | 3% | 10%
O=C(Cn1cnc2c(nnn2Cc2ccccc2)c1=O)NCc1ccccc1Cl | -1% | 0% | u | -10 | 2% | -1% | 9% | -0.4% | 1% | -2% | 7%
CSc1nnc2c3c4c(sc3c(=O)n(-c3ccccc3)n12)CC(C)(C)OC4 | 2% | -27% | 5% | -22 | 0% | 0% | 12% | -0.6% | -5% | -11% | 2%
O=C(O)c1ccc(NCc2cccc(Br)c2)cc1 | 4% | -6% | 21µM* | -5 | 0% | 10µM* | 1%[46.1 µM] | -0.2% | -5% | 1% | 3%
COc1ccc(OC)c(NC(=O)C2CCCN(S(=O)(=O)c3cccc4nsnc34)C2)c1 (configuration not stated) | 0% | 21µM* | 0% | -9 | 4% | -1% | 3% | 0.1% | 0% | 1% | u
COc1ccc(C(CNC(=O)CCNC(=O)c2ccc(Br)cc2)N2CCOCC2)cc1 (configuration not stated) | 1% | 19% | -10% | 8 | 2% | -2% | 5% | 0.0% | -4% | 3% | -10%
O=C(Nc1nnc(-c2cccs2)o1)c1cccc(Oc2ccccc2)c1 | u | -28% | -5% | 6 | u | 10% | -3% | 9.3% | -2% | 0% | u
COc1ccc(N2C(=O)CC(N3CCN(S(=O)(=O)c4c(C)cc(C)cc4C)CC3)C2=O)cc1 (configuration not stated) | -2% | -5% | 1% | 0 | 3% | -6% | -3% | -0.2% | -2% | -5% | 0%
COc1ccc(N2CCN(C(=O)CN3C(=O)NC(C)(c4ccc5ccccc5c4)C3=O)CC2)cc1 (configuration not stated) | -2% | u | 3% | 12 | -8% | 1% | 0% | 7.5% | 4% | -3% | u
CC(=O)Nc1ccc(C(=O)OCc2ccc(Br)cc2)cc1 | 0% | 12% | -6% | 8 | -1% | 16µM* | -4%[46.1 µM] | -1.0% | 0% | -2% | u
Cc1cc(C)cc(NC(=O)NC(C)C2CCCO2)c1 (configuration not stated) | -7% | 12% | -14% | 6 | -2% | 1% | 2% | -0.6% | -1% | 7% | u
O=S(=O)(Nc1cc(S(=O)(=O)N2CCOCC2)ccc1NCC1CCCO1)c1ccccc1 (configuration not stated) | -4% | -17% | 0% | 14 | 3% | 0% | 2% | -0.2% | -2% | -8% | 4%
CC(C)(C)c1ccc(C(=O)N2CCN(C(=O)c3ccco3)CC2)cc1 | 2% | 12% | 14% | -9 | -3% | 0% | 4% | -0.4% | -1% | 6% | 3%
CN(C)CCOC(=O)C12CC3CC(CC(C3)C1)C2 | -1% | -9% | 1% | 5 | 7% | 0% | -1% | 0.0% | -3% | -10% | -2%
S=C(Nc1ccccc1)N1CCN(C(=S)Nc2ccccc2)CC1 | 4% | u | -5% | -2 | x | 6% | x | 0.1% | x | 1% | -2%
COc1ccccc1C/C(N)=N/OC(=O)/C=C/c1ccccc1 | 2% | 13% | 2% | -13 | 0% | -25% | -49% | 0.1% | 0% | -3% | -7%
CC(=O)NC1=NN(C(C)=O)C(C)(CS(=O)(=O)c2ccc(C)c(C)c2)S1 (configuration not stated) | -8% | 4% | -5% | 5 | 5% | 0% | x | -0.2% | -3% | -6% | -10%
CN(C)c1cccc(C(=O)NC2CCCCCC2)c1 | -1% | u | -6% | x | -1% | 2% | -5% | -0.3% | -4% | 3% | u
CCOc1ccccc1C(=O)N(C)CC(=O)Nc1ccc(OC)cc1 | 7% | -6% | 2% | 1 | -5% | -10% | 2% | 2.2% | -1% | -8% | -1%
CCOC(=O)Nc1ccc2c(c1)N(C(=O)CCN(C)C)c1ccccc1CC2 | -1% | 12% | -2% | -3 | -7% | 4% | -5% | 0.3% | -12% | -2% | u
COC(=O)C1=CN(c2cccc(C)c2)C=C(C(=O)OC)C1c1cc(OC)c(O)c([N+](=O)[O-])c1 | -2% | 1% | -15% | -19 | -1% | 1% | 0% | -0.3% | -2% | -4% | u
CCCn1c(N)c(N(CCOC)C(=O)c2ccc([N+](=O)[O-])cc2Cl)c(=O)[nH]c1=O | 1% | 10% | 12% | -33 | -1% | 2% | -5% | 0.4% | -1% | -6% | -2%
Cc1cccc(Cn2cnc3c(N)c(C)c(C)cc32)c1 | 0% | -7% | -4% | 6 | -4% | 28% | -14% | -0.4% | -4% | -9% | 5%
O=C(CCCc1ccccc1)Nc1cccc2c1CCCC2 | 2% | 7% | -3% | 1 | -1% | 5% | 5% | 0.0% | -2% | 10% | -22%
COC(=O)C1=C(C)NC(C)=C(C(=O)OC)C1c1ccc(NC(C)=O)cc1 | -1% | 4% | -4% | 14 | -13% | -3% | 0% | -2.0% | -5% | 6% | -27%
CC1CN(C(=O)c2ccc(N3CCCCC3)c([N+](=O)[O-])c2)CC(C)O1 (configuration not stated) | -1% | -4% | 0% | -2 | 0% | 2% | 1%[46.1 µM] | 3.6% | 2% | 0% | -1%
CCCCn1c(SCC(=O)NCc2ccco2)nnc1-c1ccco1 | 1% | u | -5% | 10 | x | 3% | 0% | -0.1% | -3% | -13% | u
COc1ccc(S(=O)(=O)N2CCCC2C(=O)Nc2ccc(C(C)=O)cc2)cc1 (configuration not stated) | -1% | -24% | -1% | -6 | -26% | 1% | 1% | -0.3% | -6% | 12% | 4%
Cc1ccccc1NC(=O)NCCc1nc2ccccc2[nH]1 | 2% | -14% | 3% | 5 | -1% | 5% | -6% | 0.1% | 1% | 8% | 8%
CCOc1ncccc1C(=O)OCc1nnc(-c2ccccc2)o1 | -2% | 9% | -2% | 6 | -4% | 7% | 2% | -0.3% | -9% | 12% | -5%
COC(=O)COn1c(SC(C)C)nc2ccccc2c1=O | -4% | 16% | 3% | -15 | -1% | 1% | 3% | 0.2% | -2% | -16% | 13%
Cc1ccc(-c2nnn(CC(=O)N(CCN3CCOCC3)C(C(=O)NC(C)(C)C)c3ccc(C)o3)n2)cc1 (configuration not stated) | -1% | 14% | 1% | 4 | -1% | 3% | 2% | -1.8% | 1% | -6% | 1%
O=C(N/N=C/c1cccnc1)c1ccccc1OCc1cccc(Br)c1 | 0% | 21µM* | -1% | -13 | -1% | 8% | -1% | -0.2% | 44%[activator] | -18% | u
COc1ccccc1N(CC(=O)Nc1c(C)cccc1C)S(C)(=O)=O | 1% | 2% | -5% | -3 | 4% | -5% | -8% | -0.9% | -4% | 7% | -1%

Rows were taken by chance; any-hit rate near 3%.
